High-throughput results as filed in PubChem.
All columns: NCI-60 one-dose screen, growth in % after 48 h at 10 µM unless noted; 100 = growth as untreated, 0 = no growth, -100 = all killed.
SN12C: SN12C renal cancer cells; 81,000 tested, 3.8% active
SF-268: SF-268 CNS cancer cells | 82,000 tested, 3.1% active
SF-539: SF-539 CNS cancer; 81,000 tested, 6.8% active; AID 1794752
786-0: 786-0 renal cancer cells; AID 1794775; 81,000 tested, 5.1% active
SF-295: SF-295 CNS cancer cells; 79,000 tested, 5.6% active; AID 1794758
U251: U251 CNS tumor cells; 80,000 tested, 5.4% active; AID 1794753
DU-145: DU-145 prostate cancer; AID 1794760; 81,000 tested, 4.2% active
PC-3: PC-3 prostate cancer cells. 80,000 tested, 3.9% active. AID 1794754
UO-31: UO-31 renal cancer; 81,000 tested, 5.2% active; AID 1794768
An asterisk follows results filed as active; x = no result given; & = joins results of further samples. Rule for the calls: active = growth percent below 10; inactive = the rest.

SMILES	SN12C	SF-268	SF-539	786-0	SF-295	U251	DU-145	PC-3	UO-31
CC(NNC(=S)N1CCCCCC1)c1ccc2ccccc2n1 (stereo unspecified)	37	40	19	40	-11*	x	36	35	9.9*
CCCCC(C#N)c1ccccn1 (stereo unspecified)	105	100	98	105	99	100	106	104	88
CCOC(=O)c1nn(-c2ccccc2)/c(=N\N=C\c2coc3ccc(F)cc3c2=O)s1	99	91	94	107	x	103	104	103	80
COc1ccc(N=Nc2c(N)nn3c(-c4ccc(C)cc4)ccnc23)cc1	90	101	97	89	98	98	105	102	96
c1cc2c3c(cccc3c1)NC1(CCCC1)N2	101	108	108	117	127	108	116	96	72
CCN(CCNc1ccc(C)c2sc3ccccc3c(=O)c12)CC(C)(C)O	101	83	79	70	-18*	50	96	71	70
Cc1ccccc1/C=C/c1nn2c(-c3ccoc3C)nnc2s1	101	101	103	91	94	98	103	99	85
CN1CCN(Cc2ccc(NC(=O)c3[nH]ncc3Nc3cc(OC4CCCC4)ncn3)cc2)CC1	25	41	30	21	46	41	38	8.3*	26
CCOC(=O)c1ccc(NC(=O)Nc2nnc(C)c(C)n2)cc1	96	109	104	97	125	100	113	105	87
Cc1ccc(/C=C(/C#N)c2nc3ccccc3s2)cc1	80	116	x	85	99	98	122	84	100

(further entries)
SMILES	SN12C	SF-268	SF-539	786-0	SF-295	U251	DU-145	PC-3	UO-31
CCO/C=N/C1=C(C#N)C(c2ccc([N+](=O)[O-])cc2)c2sc3c(F)cccc3c2O1 (stereo unspecified)	96	87	98	93	96	75	98	75	64
CCOC(=O)c1cc(C(=O)c2cc(OC)cc(OC)c2)n2c1ccc1c3cccnc3ccc12	101	96	96	104	100	99	100	82	91
CS(=O)(=O)C1=CN(CCO)C(=O)N2CCN=C12	100	101	97	102	106	99	109	95	69
O=C1CC(c2ccsc2)c2snc(-c3ccc(Cl)cc3)c2N1 (stereo unspecified)	54	56	32	40	17	28	19	24	48
Cn1c(=O)c2[nH]c(SCC(=O)c3ccc(Cl)cc3)nc2n(C)c1=O	100	94	95	98	95	102	100	91	93
Cc1ccccc1-c1cc(-c2ccc(Br)s2)[nH]c(=O)c1C#N	102	104	112	98	95	106	110	99	83
COc1ccc2sc3c(NCCCO)nc4ccccc4c3c(=O)c2c1	95	102	98	104	101	96	106	100	77
COc1cc(NCC(O)CN2CCCCC2C)c2ncccc2c1 (stereo unspecified)	92	88	97	103	92	96	99	90	90
CCOC(=O)C1=C(C)n2nc(CC#N)c(C#N)c2NC1c1ccc(F)cc1 (stereo unspecified)	101	92	98	107	96	107	98	95	77
N#CCc1nc(N)nc(Nc2ccc(S(N)(=O)=O)cc2)n1	97	98	95	99	112	102	109	98	100

Next section
SMILES	SN12C	SF-268	SF-539	786-0	SF-295	U251	DU-145	PC-3	UO-31
CCCCC(CC)COc1ccc(-c2nc(-c3ccc(OC)cc3)nc(-c3ccc(OCC(CC)CCCC)cc3O)n2)c(O)c1 (stereo unspecified)	100	99	119	105	102	109	102	88	79
COc1cc(-c2nn(-c3cccc(NC(=O)CN4CCCCC4)c3)cc2-c2ccncc2)ccc1Cl	101	83	95	99	101	88	104	81	82
Cc1ccc(CO)cc1	103	97	96	113	106	107	111	98	79
CC(C)(C)CC1OC1CSC#N (stereo unspecified)	105	122	99	104	x	98	130	107	112
c1coc(C2OCCO2)c1	99	107	96	101	96	98	108	93	88
CC(C)Cn1c(O)c(N=Nc2nc(-c3cc4ccccc4oc3=O)cs2)c2ccccc21	106	92	99	78	87	103	104	104	94
c1ccc2c(-c3nc4ccccc4[nH]3)cccc2c1	47	61	37	55	61	12	34	54	61
CCN1C/C(=C\c2ccc(Cl)cc2)C(=O)/C(=C/c2ccc(Cl)cc2)C1	100	106	110	100	107	86	101	106	89
CCCNC(=O)c1cccc([N+](=O)[O-])c1	102	104	107	106	104	93	113	101	97
CCN(CC)c1ccc(C(=NO)c2ccc(N(CC)CC)cc2)cc1	99	85	94	98	74	89	88	70	85

Further entries follow.
SMILES	SN12C	SF-268	SF-539	786-0	SF-295	U251	DU-145	PC-3	UO-31
Cc1ccc2c(c1)CCCN2	95	100	107	102	97	101	106	75	59
CCc1ccc(-c2cc(/C=N\O)no2)cc1	101	96	107	109	105	106	104	100	93
Cc1cc(C)c(NC(=O)N(CCCl)N=O)cc1C	94	122	89	113	x	97	108	97	68
COc1ccc(-n2nc(C(=O)NCc3cc(F)cc(F)c3)nc2-c2cc(OC)c(OC)c(OC)c2)cc1OC	96	103	95	89	98	98	104	x	68
COc1ccc(C2C=C(C)N=C3SC=C(C)N32)cc1 (stereo unspecified)	107	106	109	101	101	99	x	94	91
CCOC(=O)c1nc2cc(C#N)ccn2c1C(=O)c1ccc(Br)cc1	107	106	102	94	99	106	109	108	90
CCC(CCC#N)(CCC#N)C(=O)c1ccc(C)o1	93	104	97	97	99	100	104	87	85
Clc1cc(Cl)c(-c2nc(-c3ccccc3)no2)cn1	105	94	107	113	109	97	75	87	89
CCCCCCCCCCCCCCC(C(=O)OCC)C(=O)OCC	101	110	105	115	x	104	110	108	93
Nc1onc(CCCO)c1-c1nc2ccccc2c(=O)[nH]1	104	107	97	110	107	104	113	91	100

(more compounds)
SMILES	SN12C	SF-268	SF-539	786-0	SF-295	U251	DU-145	PC-3	UO-31
CCOP(=O)(CCN1CCN(CCCCCOc2cc3c(cc2OC)C(=O)N2CCC[C@H]2C=N3)CC1)OCC	79	57	53	99	97	30	92	76	28
CCN(C(=O)c1cc2ncccc2[nH]1)[C@H]1CCC[C@@H](NCc2cccc(F)c2)C1	95	102	98	110	102	107	104	102	74
CCC(=O)Oc1ccc(/C(=C(/CC)c2ccccc2)c2ccc(OCCN3CCCCC3)cc2)cc1	98	105	99	95	98	105	112	104	98
Cc1ccc(N[C@H]2[C@H]3OC(C)(C)O[C@H]3[C@@H](C3COC(C)(C)O3)O[P@]2(=O)c2ccccc2)cc1 (stereo partly specified)	97	108	108	105	95	99	106	92	96
COc1cc2c(c(OC)c1OC)COC2=O	109	103	98	104	109	110	107	107	92
Nc1cc([N+](=O)[O-])ccc1C(=O)O	105	102	101	104	106	101	109	94	93
CNC(=O)c1ccccc1C1(O)c2ccccc2CCc2ccccc21	100	104	97	94	87	x	103	92	76
N/C(=N\S(=O)(=O)c1ccc2ccccc2c1)Nc1nc2ccccc2[nH]1	86	82	90	91	84	84	108	76	58
CCCCc1nc2c(N)nc3ccccc3c2n1Cc1ccc(CNC(=O)OC(C)(C)C)cc1	69	84	75	61	50	57	82	48	42
COc1ccc(-n2c(C)cc(-c3ccccc3)c2C)cc1	51	75	62	35	34	44	74	32	52

Other results follow.
SMILES	SN12C	SF-268	SF-539	786-0	SF-295	U251	DU-145	PC-3	UO-31
COc1cc([C@H]2c3c(O)c(O)c4oc5ccccc5c(=O)c4c3[C@@H]3C=C(C)CC(C)(C)[C@H]23)c2c(=O)c3ccccc3oc2c1O	48	29	48	49	36	39	56	27	33
CN(C)c1ccc(-c2nc(SCC(=O)N3CCN(c4cc5c(cc4F)c(=O)c(C(=O)O)cn5C4CC4)CC3)nc(Cl)c2C#N)cc1	97	96	99	98	99	108	107	102	81
CC(=O)C1CCCC1=O (stereo unspecified)	103	126	106	100	102	99	131	111	78
C(CCN1CCCCC1)=C(c1ccccc1)c1ccccc1	101	94	98	86	93	94	103	87	76
COc1ccc(/C=N/C2=C(C#N)C(c3ccc(N(C)C)cc3)c3ccc4ccccc4c3O2)cc1 (stereo unspecified)	72	63	52	83	39	71	81	53	46
COc1cc(NC(C)CCCN)c2nc(C)ccc2c1OC (stereo unspecified)	99	109	94	98	118	95	87	86	96
Cc1nn(-c2c(F)c(F)c(F)c(F)c2F)c(C)c1N=Nc1ccccc1	101	100	109	114	96	87	101	87	72
Cc1c2c(c(C)c3c1oc1cc(O)ccc13)C(=O)N(CCN1CCCCC1)C2=O	86	73	92	72	102	86	68	84	75
O=C(C(c1ccccc1)c1ccccc1)N1CCN(S(=O)(=O)c2ccc(F)cc2)CC1	99	97	103	104	106	106	101	87	92
N#CC1=C(N)Oc2n[nH]c(-c3ccccn3)c2C1c1ccco1 (stereo unspecified)	109	102	88	100	113	100	111	103	75

Ordered by molecular weight (falling): part of the list above.
SMILES	SN12C	SF-268	SF-539	786-0	SF-295	U251	DU-145	PC-3	UO-31
CN1CCN(Cc2ccc(NC(=O)c3[nH]ncc3Nc3cc(OC4CCCC4)ncn3)cc2)CC1	25	41	30	21	46	41	38	8.3*	26
COc1ccc(C2C=C(C)N=C3SC=C(C)N32)cc1 (stereo unspecified)	107	106	109	101	101	99	x	94	91
CC(=O)C1CCCC1=O (stereo unspecified)	103	126	106	100	102	99	131	111	78

The listing picks up, repeating the 6 entries before the break.
SMILES	SN12C	SF-268	SF-539	786-0	SF-295	U251	DU-145	PC-3	UO-31
COc1ccc(/C=N/C2=C(C#N)C(c3ccc(N(C)C)cc3)c3ccc4ccccc4c3O2)cc1 (stereo unspecified)	72	63	52	83	39	71	81	53	46
COc1cc(NC(C)CCCN)c2nc(C)ccc2c1OC (stereo unspecified)	99	109	94	98	118	95	87	86	96
Cc1nn(-c2c(F)c(F)c(F)c(F)c2F)c(C)c1N=Nc1ccccc1	101	100	109	114	96	87	101	87	72
Cc1c2c(c(C)c3c1oc1cc(O)ccc13)C(=O)N(CCN1CCCCC1)C2=O	86	73	92	72	102	86	68	84	75
O=C(C(c1ccccc1)c1ccccc1)N1CCN(S(=O)(=O)c2ccc(F)cc2)CC1	99	97	103	104	106	106	101	87	92
N#CC1=C(N)Oc2n[nH]c(-c3ccccn3)c2C1c1ccco1 (stereo unspecified)	109	102	88	100	113	100	111	103	75
Oc1ccc2cc(Br)ccc2c1-c1c(O)ccc2cc(Br)ccc12	61	54	82	78	76	65	78	42	24
COC(=O)Cc1cccnc1	110	105	104	109	134	111	118	108	118
COc1ccc(-c2nc(/C=C3/C(=O)Nc4ccc(F)cc43)c3ccccn23)cc1	106	107	117	99	140	88	102	108	97
C=C(C)[C@@H]1CC[C@]2(C(=O)N3CCN(CC)CC3)CC[C@]3(C)[C@H](CC[C@@H]4[C@@]5(C)CCC(=O)C(C)(C)[C@@H]5CC[C@]43C)[C@@H]12	91	96	99	97	96	101	104	74	85
S=C(NCCCN1CCN(CCCNC(=S)NC2CCCCC2)CC1)NC1CCCCC1	100	111	96	95	118	96	128	91	93
CCCCC(O)Cn1ncc(C(=O)OCC)c1NC(=O)Nc1ccccc1F (stereo unspecified)	98	97	97	92	97	94	104	87	81
CC1=CCC2C(=O)N(c3cc(C)on3)C(=O)C2C1 (stereo unspecified)	104	104	96	104	99	114	108	104	x
CC(O)CC(C)CO (stereo unspecified)	101	112	105	107	116	98	119	95	88
CC(=O)Oc1ccc(C2OC(c3ccc4ccccc4c3OC(C)=O)=NN2C(C)=O)c(OC(C)=O)c1 (stereo unspecified)	22	14	14	5.7*	x	13	23	25	7.7*
O=c1c2ccccc2c2ccccc2c(=O)n1Nc1ccccc1	84	101	105	100	100	x	116	87	90

Additional results follow:
SMILES	SN12C	SF-268	SF-539	786-0	SF-295	U251	DU-145	PC-3	UO-31
COC(CCc1ccccc1)OC	117	104	96	99	105	104	105	98	98
CC1CN(CCOC(=O)C(c2ccccc2)C2C=CCCC2)CC1C (stereo unspecified)	98	98	102	97	102	93	112	106	87
O=c1c2ccccc2sc2cccc(NCCCN3CCN(CCCNc4cccc5sc6ccccc6c(=O)c45)CC3)c12	99	x	98	101	93	94	108	99	x
CCCCCC(=O)N1CCCCC1	82	106	107	111	133	114	113	95	107
CCOC(=O)C1=C(C(=O)c2cccc3ccccc23)C(c2ccccc2[N+](=O)[O-])C(C(=O)c2cccc3ccccc23)=C(C(=O)OCC)N1	87	87	91	104	99	93	104	65	x
CNC(=O)c1ccc(-c2cnc3ncc(Cc4ccc5ncccc5c4)n3n2)cc1F	69&102	85&99	86&98	89&101	58&63	101&98	97&112	90&110	47&73
CC(=O)C1C(C)=NN2C(c3ccccc3)=CC(C)=C(C#N)C12 (stereo unspecified)	102	108	105	103	99	103	106	111	88
COc1nc2c(cc1S(=O)(=O)c1ccccc1)CCc1c-2cnn1-c1ccc(Cl)cc1	x	104	100	79	88	92	110	88	99
O=C1NC(=O)c2ccc(-c3ccc4c(c3)ncn4C3CCCCC3)c3cccc1c23	82	84	101	87	88	74	90	57	57
CCO/C([O-])=N\c1c[n+](N2CCOCC2)no1	97	115	115	102	102	100	119	99	92

Remaining list, next part:
SMILES	SN12C	SF-268	SF-539	786-0	SF-295	U251	DU-145	PC-3	UO-31
CN(c1ccccc1)c1cc(N)nc(N)n1	103	101	96	98	99	105	107	100	86
COc1ccc(-c2nc(NC(=O)c3ccc(OC)c(OC)c3)n[nH]2)cc1	99	100	102	102	103	96	112	77	93
O=C(C[n+]1cccc2ccccc21)c1ccc2ccccc2c1	96	97	98	97	82	102	113	71	67
O=[N+]([O-])c1ccc(NCn2c(=S)sc3ccccc32)cc1	89	99	86	105	105	102	118	86	67
COc1ccc(-c2nnc(SCC(=O)Nc3ccc(/C(C)=N/O)cc3)o2)cc1	x	93	80	99	98	100	106	97	92
O=C(CCl)N(O)c1ccc(/C=C/c2ccccc2)cc1	49&63	73&85	93&94	78&84	81&96	74&81	87&90	87&86	65&66
O=C(Cn1ccnc1)Nc1cccc2cccnc12	113	121	102	103	102	x	118	93	87
CC(=O)O[C@H]1CC[C@]2(C)[C@H]3CC=C4[C@@H]5CC(C)(C)CC[C@]5(C(=O)NCCNCCNCCN)CC[C@@]4(C)[C@]3(C)CC[C@H]2C1(C)C	89	87	86	-56*	102	x	17	39	79
Cc1ccc(C(=O)c2sc3nc4c(cc3c2N)CCCC4)c(C)c1	44	44	-25*	35	-4.3*	21	6.2*	5.8*	31
OC(CBr)c1cc(-c2ccc(Cl)cc2)nc2cc(Cl)ccc12 (stereo unspecified)	90	93	92	113	93	93	98	78	x
